Tb PYK inh = blocks Trypanosoma brucei pyruvate kinase; Q57TT1; TbPYK enzyme, Kinase-Glo Plus ATP luminescence, 45 min; Potency, µM (titrated, usually from 76.8 µM), inactives show at the highest dose activity, negative = inhibition, most hits filed as inhibitors; 410,000 compounds, 0.12% hits; note: potency is the fitted concentration of half-maximal effect; nearly all actives have a fitted effect of over 50% in size
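Enzyme and substrate buffer are dispensed first and compound is pin-transferred. ADP at 130 uM final then starts the reaction, which runs 45 min at room temperature. Detection reagent is added for 10 min before luminescence is imaged.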
HCV inhibitor = HCV inhibition | Huh7.5.1 HCVcc-Cre infection, luciferase reporter, 44 h | Potency, µM (titrated, usually from 41.8 µM), without a hit: top-dose activity change, negative = inhibition, usual class: inhibitors | 340,000 compounds, 3.4% hits; note: potency is the fitted concentration of half-maximal effect
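Infectious HCVcc-Cre (~0.5 moi) was added to cells just after compound, with cells seeded 4 h earlier at 1,000 per well. Luciferase activity after 44 h culture reported infection; substrate was incubated 15 min at room temperature before reading.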
AmpC inh no detg = inhibitors of E. coli AmpC beta-lactamase without detergent. AmpC nitrocefin hydrolysis, absorbance 480 nm, 0.0001% Triton. Potency, µM (titrated, usually from 57.1 µM), inactives show top-dose activity change, negative = inhibition, usual class: inhibitors. 330,000 compounds, 0.52% hits. AID 485341;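 note: potency is the fitted concentration of half-maximal effect; plate controls were no compound for no effect and no enzyme for full effect; nearly all actives have a fitted effect of over 20% in size; some results filed as inactive show a strong effect at the top dose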
Target sequence (P00811 whole entry, looked up): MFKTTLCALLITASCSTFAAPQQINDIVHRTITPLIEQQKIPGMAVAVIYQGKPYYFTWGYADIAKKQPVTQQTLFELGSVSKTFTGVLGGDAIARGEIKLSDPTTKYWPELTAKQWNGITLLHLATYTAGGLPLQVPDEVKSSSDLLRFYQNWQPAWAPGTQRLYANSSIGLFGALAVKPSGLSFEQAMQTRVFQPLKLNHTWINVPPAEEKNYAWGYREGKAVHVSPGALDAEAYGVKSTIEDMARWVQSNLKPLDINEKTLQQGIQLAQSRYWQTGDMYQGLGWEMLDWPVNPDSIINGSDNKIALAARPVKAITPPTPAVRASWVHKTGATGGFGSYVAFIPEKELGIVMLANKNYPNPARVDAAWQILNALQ
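20 mM phosphate pH 7.0 + 0.01% (detergent screen) or 0.0001% Triton X-100; 5.3 nM AmpC reagent; cpd preinc 15 min RT; nitrocefin (800 uM stock) to start; A480 q20 s × 4 min; Activity was normalised to no-enzyme and no-compound control wells.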
LmPK inh = inhibitors of Leishmania mexicana pyruvate kinase; purified LmPK, Kinase-Glo ATP luminescence, 1 h; Q27686; Potency, µM (doses to about 57.5 µM), for the others: at the highest dose activity change, negative = inhibition, actives largely listed as inhibitors; AID 1721; 290,000 compounds, 0.37% hits; note: potency is the fitted concentration of half-maximal effect
Target sequence (Q27686 whole entry, looked up): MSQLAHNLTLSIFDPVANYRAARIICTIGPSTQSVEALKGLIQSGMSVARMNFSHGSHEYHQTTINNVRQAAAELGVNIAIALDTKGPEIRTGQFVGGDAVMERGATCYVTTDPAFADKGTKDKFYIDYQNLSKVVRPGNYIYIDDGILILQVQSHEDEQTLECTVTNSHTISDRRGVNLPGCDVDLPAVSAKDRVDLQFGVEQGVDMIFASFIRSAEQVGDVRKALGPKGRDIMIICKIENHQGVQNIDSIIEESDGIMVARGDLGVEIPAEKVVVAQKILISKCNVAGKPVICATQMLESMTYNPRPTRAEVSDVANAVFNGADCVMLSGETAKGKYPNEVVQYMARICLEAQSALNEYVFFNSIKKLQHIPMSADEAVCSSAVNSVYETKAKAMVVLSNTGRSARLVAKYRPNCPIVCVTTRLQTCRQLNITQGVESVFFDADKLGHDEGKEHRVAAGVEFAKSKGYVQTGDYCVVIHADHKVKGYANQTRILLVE
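Kinase-Glo luminescence read after 1 h RT reaction of 0.1 nM LmPK with 0.5 mM PEP and 0.1 mM ADP. Activity scaled between uninhibited and enzyme-free controls.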
AmpC inh detg = AmpC beta-lactamase inhibition with detergent present; AID 485294; P00811; 370,000 compounds, 0.041% hits; Potency, µM (highest dose often 114 µM), for inactives: at the highest dose activity change, negative = inhibition, actives largely listed as inhibitors; AmpC hydrolysis of nitrocefin, absorbance 480 nm, 0.01% Triton;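 note: potency is the fitted concentration of half-maximal effect; 0% = no-compound wells and -100% = no-enzyme wells; nearly all actives have a fitted effect of over 25% in size; some results filed as inactive show a strong effect at the top dose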
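20 mM phosphate pH 7.0 + 0.01% (detergent screen) or 0.0001% Triton X-100; 5.3 nM AmpC reagent; cpd preinc 15 min RT; nitrocefin (800 uM stock) to start; A480 q20 s × 4 min; Activity was normalised to no-enzyme and no-compound control wells.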
HCMV antiviral = blocks human cytomegalovirus replication; 410,000 compounds, 4.5% hits; HFF cells, HCMV-luciferase reporter, 72 h; hits give low values; AID 1259415; activity change, negative = inhibition, % at 57.5 µM; in the data active = activity change below about -60%; inconclusive = no clear call, values can overlap the other calls; inactive = above about -39%
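Steps: HFFs plated, 16 h 37C; compounds added; HCMV-luciferase added to MOI 1 PFU/cell; 72 h 37C; OneGlo reagent, 5 min room temperature; luminescence read, normalized to controls.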
AMA1-RON2 inh = disrupts binding of P. falciparum AMA1 to RON2; AID 720542; 360,000 compounds, 0.2% hits; AlphaScreen AMA1-biotinylated RON2 peptide binding; Potency, µM (doses to about 58.2 µM), for the others: at the top dose activity change, negative = inhibition, hits mostly inhibitors;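 note: potency is the fitted concentration of half-maximal effect; 0% = vehicle wells and -100% = peptide control; nearly all actives have a fitted effect of over 45% in size; some results filed as inactive show a strong effect at the top dose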
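AMA1 (3D7) with his tag at 25 nM final met compounds first, then biotinylated RON2 peptide at 25 nM; detection used donor plus acceptor beads, 10 µg/mL apiece, read by AlphaScreen after 30 min at room temperature.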
The depositor's hits bear a star; ? = inconclusive; · = not tested or not shown; [ ] = dose if it differs, or a comment. Unless noted, calls come from the whole dose curve; as a rule, active = well fitted curve in the direction sought with a large enough effect; inconclusive = small, poorly fitted or top-dose-only effect, or another doubt; inactive = no such curve, though single readings can be large; an effect the other way counts as inactive or inconclusive. Unless noted, % is set by controls: 0 for no effect and ±100 for the full control effect. An unsorted share of the library (roughly 7.5% active in at least one column).

SMILES	Tb PYK inh	HCV inhibitor	AmpC inh no detg	LmPK inh	AmpC inh detg	HCMV antiviral	AMA1-RON2 inh
O=C(OCc1ccco1)c1ccc2c(c1)N(Cc1cccc(F)c1)C(=O)c1ccccc1S2	-8%	·	·	·	-2%	11	·
Cc1ccc(C(=O)OCC(=O)Nc2sc3c(c2C#N)CCCC3)cc1NC(=O)c1ccco1	-10%	-4%	-57%	8%	2%	42	-13%
Fc1ccc(-c2nnc(SCc3ncc(-c4ccccc4)o3)n2CC2CCCO2)cc1 (configuration not stated)	-10%	11%	19%	-3%	-14%	-13	-3%
C#CCOCCOCCOCCNc1nc(N2CCN(C(=O)[C@H](CCCN=C(N)N)n3cc(C(N)[C@H](C)CC)nn3)CC2)nc(N2CCN(C(=O)[C@H](CC(N)=O)n3cc(C(N)[C@@H](C)CC)nn3)CC2)n1 (some centres not stated)	-1%	-4%	144%[activator]	·	·	-19	0%
CC1CCCC(NC(=O)COC(=O)[C@@H]2CC(O)CN2S(=O)(=O)c2ccc3c(c2)OCCO3)C1C (some centres not stated)	-13%	-3%	168%[activator]	-1%	-6%	11	-1%[2.32 µM]
Cc1cc(-c2ccccc2)n2ncc(C#N)c2n1	-2%	-9%	-22%	3%	-11%	-20	14%
COc1ccc(NC(=O)CS(=O)(=O)c2ccccc2)cc1	0%	-2%	-30%	-1%	-18%	50	5%
O=C(CSc1nc2ccccc2n1-c1ccccc1)NCC1CCCO1 (configuration not stated)	-7%	4%	37%	0%	-14%	-29	5%
Cc1cc(NC(=O)CCC(=O)N(C(C(=O)NC(C)(C)C)c2ccccc2Cl)C(C)(C)C)no1 (configuration not stated)	-6%	-6%	75%[activator]	-3%	1%	3	-23%
CCCCn1c(N)c(N(CCOC)C(=O)c2cc3c(s2)CCCCC3)c(=O)[nH]c1=O	2%	-13%	73%[activator]	·	?	-35	8%
Cc1ccc(C(=O)OCC(=O)NC(=O)c2cccn2C)cc1	4%	10%	-26%	10%	-14%	-9	2%
O=C(NCc1ccccc1)c1cc(C2CCCN(S(=O)(=O)c3ccccc3)C2)on1 (configuration not stated)	-6%	·	·	·	·	-9	-4%
O=C1N(Cc2ccccc2)CCCC12CCCN(Cc1ccccc1)C2=O	8%	1%	25%	4%	4%	?	4%
O=C(CNc1cc(S(=O)(=O)N2CCCC2)ccc1OCC(F)(F)F)Nc1ccc(SC(F)F)cc1	4%	?	-22%	2%	15%	-63*	-8%
CN(C)C1(CNC(=O)COc2ccc([N+](=O)[O-])cc2)CCCCC1	2%	·	·	·	-9%	7	·

Reprinted from the part before: 3 entries; new compounds follow.
SMILES	Tb PYK inh	HCV inhibitor	AmpC inh no detg	LmPK inh	AmpC inh detg	HCMV antiviral	AMA1-RON2 inh
O=C1N(Cc2ccccc2)CCCC12CCCN(Cc1ccccc1)C2=O	8%	1%	25%	4%	4%	?	4%
O=C(CNc1cc(S(=O)(=O)N2CCCC2)ccc1OCC(F)(F)F)Nc1ccc(SC(F)F)cc1	4%	?	-22%	2%	15%	-63*	-8%
CN(C)C1(CNC(=O)COc2ccc([N+](=O)[O-])cc2)CCCCC1	2%	·	·	·	-9%	7	·
Cc1cc2c(cc1S(=O)(=O)N(C)CC(=O)Nc1cccc(C#N)c1)OCC(=O)N2	6%	·	·	·	8%	-3	·
CCOC(=O)C1(CCc2ccccc2)CCN(Cc2cccc3c2OCO3)CC1	0%	10µM*	47%	2%	-1%	?	-5%
CC(C)(C)C1CCC(=NNC(=O)c2cc(-c3ccccc3)n[nH]2)CC1 (configuration not stated)	-10%	-7%	-34%	4%	6%	-8	61%[activator]
O=C(NCc1ccccc1Cl)C1CCN(S(=O)(=O)c2ccc(N3CCCC3=O)cc2)CC1	3%	-4%	-1%	8%	-2%	-18	7%
Cc1cc(C)n(-c2nc(NC(C)C)nc(NC(C)C)n2)n1	-17%	?	-15%	4%	-1%	11	17%
COc1ccc([N+](=O)[O-])cc1NC(=O)c1ccc(CN(c2ccc(C)c(C)c2)S(C)(=O)=O)cc1	3%	-28%	-13%	4%	?	-36	-12%
CC(=O)c1cccc(NC(=O)c2ccc(N(Cc3ccccc3C)S(C)(=O)=O)cc2)c1	2%	?	2%	1%	?	35	-1%
CCn1c(SCC(=O)N2CCOCC2)nnc1-c1cccs1	1%	12%	3%	2%	-3%	-10	-5%
Oc1ccccc1-c1csc(-c2ccccc2)n1	5%	?	2%	-19%	3%	161	-15%
CC(=O)Nc1cc2c(ccc3ccccc32)oc1=O	0%	-14%	-8%	-3%	-11%	-7	-1%
COc1ccc(S(=O)(=O)N2CCCC2CNC(=O)C(=O)NC2CC2)cc1 (configuration not stated)	-7%	22%	-8%	·	-5%	-8	19%
CC(C)(C)NC(=O)Cn1c(Cl)nc2ccccc21	-9%	-16%	-1%	-5%	3%	-4	-2%
Cc1ccc2oc(=O)c3cnn(CC(=O)NCCN4CCOCC4)c3c2c1	0%	11%	-2%	2%	?	33	1%
CCC1CCCCN1Cc1cn2c(-c3ccc(Br)cc3)nnc2s1 (configuration not stated)	-1%	·	·	·	3%	5	·
O=C(NCc1ccccc1F)c1sc2ncccc2c1-n1cccc1	5%	·	·	·	18%	-37	·
CC1CC(C)CN(S(=O)(=O)c2ccc3oc(=O)ccc3c2)C1 (configuration not stated)	4%	-2%	-2%	-1%	2%	-6	1%
COc1ccc(-n2nnnc2SCC(=O)NNC(=O)c2ccc([N+](=O)[O-])cc2)cc1	-9%	8%	-24%	-1%	-10%	-24	22%[11.6 µM]
CCN(C(=O)CSc1nnc(-c2cccc(Cl)c2)n1N)c1c(N)n(Cc2ccccc2)c(=O)[nH]c1=O	4%	0%	·	·	·	-31	11%
COC(=O)C1CCN(CC(=O)Nc2cc(C)c3c(=O)oc4ccccc4c3n2)CC1	3%	·	·	·	1%	3	·
Cc1oc2ncn(C)c(=O)c2c1C(=O)N1CCN(c2ccccc2F)CC1	-13%	·	·	·	4%	12	·
CCN(CC(=O)Nc1ccccc1C(F)(F)F)C(=O)CCOc1ccc(C)cc1	-3%	4%	124%[activator]	·	17%	9	0%
Nc1ccc2c(=O)[nH][nH]c(=O)c2c1	2%	-1%	·	·	·	55	-5%
COc1ccc(C2c3ccc(O)cc3Oc3ncn(CC(C)C)c(=N)c32)cc1 (configuration not stated)	3%	-25%	-9%	-4%	1%	19	-1%
COc1nc(N2CCCCCC2)nc(N2CCCCCC2)n1	-2%	10µM*	29%	7%	-1%	?	24%
CN(C)c1ccc(P(=O)(OCc2ccccc2)C(O)c2ccc(Cl)cc2)cc1 (configuration not stated)	1%	-6%	57%	0%	-11%	32	2%
CCCCNc1c(CC(C)C)nc2nc(C)cc(C)n12	-1%	·	·	·	·	2	8%
Cc1cccc(NC(=O)NC(C)C(c2ccccc2)N2CCN(C)CC2)c1 (configuration not stated)	1%	-9%	-1%	0%	-7%	-33	3%
CC(C)c1ccc(/C=N/NC(=O)CC(=O)NC2CCCCC2)cc1	6%	2%	-9%	0%	-3%	?	16%
COC(=O)c1ccc(NC(=O)c2nc(S(=O)(=O)Cc3cccc(C)c3)ncc2Cl)cc1	-18%	?	-31%	-2%	-19%	-101*	19%
O=[N+]([O-])c1cccc(Oc2cnccn2)c1	5%	23%	-18%	-4%	5%	-12	67%[activator]
CCn1c(N2CCN(C(=S)NC)CC2)nc2ccccc21	4%	15%	25%	6%	17%	2	-4%
Cc1nc(SCc2nc3c(C)cccc3[nH]2)c2oc3ccccc3c2n1	1%	·	66%[activator]	·	·	42	·
Cc1ccc(-c2cc(C(F)(F)F)n3nc(-c4cccc(Br)c4)cc3n2)cc1	2%	·	·	·	-1%	2	·
Cc1ccc(Cl)cc1NC(=O)Cn1c(=O)n(C(C)C)c(=O)c2oc3ccccc3c21	4%	·	·	·	-4%	-37	·
COc1cccc(NC(=S)N2CCc3cc(OC)c(OC)cc3C2COc2ccc3c(C)cc(=O)oc3c2)c1 (configuration not stated)	-8%	-3%	41%	7%	6%	?	-12%
CCOC(=O)c1ccc(NC(=O)Nc2ccc(S(N)(=O)=O)cc2)cc1	0%	?	-38%	-1%	-14%	?	0%
Cc1cc([N+](=O)[O-])c2ccccc2[n+]1[O-]	-1%	11µM*	-10%	-4%	6%	·	2%
O=S(=O)(Cc1cccc(F)c1)c1c[nH]c2ccccc12	3%	14%	-24%	0%	?	25	0%
CCOc1ccc(C2CC(=O)NC(SC)=C2C#N)cc1 (configuration not stated)	0%	-5%	-9%	10%	-17%	-24	5%
CC(CC(=O)c1ccc(F)cc1)N1CCN(c2ccccc2)CC1 (configuration not stated)	-6%	20%	·	·	·	-26	-2%
O=S(=O)(c1ccc(-c2csc(-c3cccnc3)n2)cc1)N1CCCCC1	-5%	?	26%	6%	-4%	-62*	-16%
CCOC(=O)c1c(C)c(C(=O)NC(C)COC)c(C)n1C (configuration not stated)	-3%	9%	-3%	0%	?	10	-2%
COc1ccc(-c2c(=O)n(OCc3ccccn3)c3ccccc3[n+]2[O-])cc1OC	-26%	3%	-18%	-17%	?	4	-30%
CN(C)c1cc(-c2ccc(Cl)cc2Cl)oc(=O)c1Cl	1%	-17%	-5%	0%	-5%	?	-8%
CN1c2ccccc2C2(C)CCCC3=Cc4cc([N+](=O)[O-])cc([N+](=O)[O-])c4OC312 (configuration not stated)	2%	2%	-14%	1%	-6%	-60*	?
Cc1nc2ncnn2c(C)c1CCC(=O)Nc1csc(N)n1	1%	8%	-22%	0%	-12%	11	-3%
COCCNc1nc2ccccc2n2cnnc12	-11%	13%	-13%	3%	-7%	-15	-4%
O=[N+]([O-])c1cccc(-c2ccc(SCc3cccnc3)nn2)c1	0%	-16%	-10%	1%	?	12	0%

4 structures already listed, ordered by count of non-hydrogen atoms, rising:
SMILES	Tb PYK inh	HCV inhibitor	AmpC inh no detg	LmPK inh	AmpC inh detg	HCMV antiviral	AMA1-RON2 inh
COCCNc1nc2ccccc2n2cnnc12	-11%	13%	-13%	3%	-7%	-15	-4%
O=[N+]([O-])c1cccc(-c2ccc(SCc3cccnc3)nn2)c1	0%	-16%	-10%	1%	?	12	0%
CC(CC(=O)c1ccc(F)cc1)N1CCN(c2ccccc2)CC1 (configuration not stated)	-6%	20%	·	·	·	-26	-2%
Cc1nc(SCc2nc3c(C)cccc3[nH]2)c2oc3ccccc3c2n1	1%	·	66%[activator]	·	·	42	·

Screens deposited in PubChem BioAssay by National Center for Advancing Translational Sciences (NCATS).
